Source: PubChem BioAssay
HRas wt GTP: modulators of GTP binding to human HRas wildtype | 190,000 tested, 0.14% active | GST-Ras wt beads, Bodipy-FL-GTP binding, flow cytometry; actives lie on both sides | P01112 | GTP binding activity, % at 10 µM;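 active means GTP binding activity at least 20% away from the 100% baseline, either lowered as inhibitor or raised as activator; inconclusive means flagged as likely green fluorescent, judged across all proteins in the well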;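 further: 0% = unlabeled GTP competition control and 100% = no-compound control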
Target sequence (P01112 whole entry, looked up): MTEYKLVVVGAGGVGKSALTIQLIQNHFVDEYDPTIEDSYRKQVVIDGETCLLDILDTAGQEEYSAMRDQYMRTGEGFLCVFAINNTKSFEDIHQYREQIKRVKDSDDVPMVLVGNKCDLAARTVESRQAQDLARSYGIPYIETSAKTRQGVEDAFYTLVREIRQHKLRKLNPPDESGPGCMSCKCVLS
Rab2 wt GTP: changes GTP binding to wildtype dog Rab2A, up or down. GST-Rab2 wt beads, Bodipy-GTP binding, flow cytometry. GTP binding activity, % at 10 µM. 190,000 tested, 0.19% active. AID 760;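 active means GTP binding activity at least 20 points away from 100%, either lowered or raised; inconclusive means signal likely due to the compound's own green fluorescence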;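 further: 0% = beads with excess unlabeled GTP and 100% = no-compound control corrected for plate trend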
Cdc42 wt: human Cdc42 wildtype GTP binding change, either direction. GST-Cdc42 beads, Bodipy-GTP binding, flow cytometry; actives lie on both sides. percent activity (GTP binding), % at 10 µM. 190,000 tested, 0.2% active. AID 761;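 active means percent activity GTP binding at least 20 points away from the 100% baseline, either down as inhibitor or up as activator; inconclusive means compound flagged as likely green fluorescent from well-wide comparison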;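 further: median bead fluorescence of bound Bodipy-FL-GTP at 100 nM; 0% = excess unlabeled GTP control and 100% = no compound control; below 100% means less GTP binding so inhibitor and above means activator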
Target sequence (P60953 whole entry, looked up): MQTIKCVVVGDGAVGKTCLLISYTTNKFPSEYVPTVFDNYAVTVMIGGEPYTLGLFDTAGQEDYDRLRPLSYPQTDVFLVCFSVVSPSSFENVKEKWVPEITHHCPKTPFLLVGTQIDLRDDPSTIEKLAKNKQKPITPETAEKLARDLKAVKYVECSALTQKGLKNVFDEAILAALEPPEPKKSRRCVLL
Rab7 wt modul: alters GTP binding to wildtype dog Rab7; GTP binding activity (percent of control), % at 10 µM; AID 758; GST-Rab7 beads, fluorescent GTP binding, flow cytometry; actives lie on both sides; untreated = 100%, excess cold GTP = 0%; 190,000 tested, 0.055% active;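 active means fluorescent GTP binding to Rab7 beads changed by at least 20 points from the 100% baseline, either direction, mostly lower; inconclusive means compound itself probably fluorescent, or too few beads counted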;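 further: median green fluorescence of bound Bodipy-FL-GTP per Rab7 bead population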
Rac1 act GTP bind: human Rac1 activated mutant GTP binding change; GST-Rac1 activated beads, fluorescent GTP binding, flow cytometry; actives lie on both sides; 100% means binding = to untreated wells; percent activity (GTP binding), % at 10 µM; 190,000 tested, 0.11% active;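 active means GTP binding at least 20 percentage points away from the 100% baseline, in either direction, so actives lie on both sides; inconclusive means Compound likely fluorescent itself, or too few beads counted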
Bcl-XL Bim block: disrupts Bim peptide binding to human Bcl-XL; Q07817; bead flow cytometry, fluorescence; inhibition, % at 10 µM; 190,000 tested, 0.04% active
Rac1 wt modul: modulators of human Rac1 wildtype GTP binding; AID 757; P63000; GTP binding activity (% of control), % at 10 µM; GST-Rac1 beads, fluorescent GTP binding, flow cytometry; actives lie on both sides; 0 = cold GTP competed, 100 = untreated; 190,000 tested, 0.27% active;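 active means GTP binding activity at least 20 points away from the 100% control level, either lower or higher; inconclusive means compound flagged as likely green fluorescent, judged across all proteins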
Bcl-B Bim block: human Bim-Bcl-B interaction inhibition | Q9HD36 | bead-based flow cytometry, Bim peptide-Bcl-B binding | inhibition, % at 10 µM | 190,000 tested, 0.073% active | AID 951;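 further: 0% = tracer peptide without compound and 100% = reference inhibitor peptide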
Target sequence (Q9HD36 whole entry, looked up): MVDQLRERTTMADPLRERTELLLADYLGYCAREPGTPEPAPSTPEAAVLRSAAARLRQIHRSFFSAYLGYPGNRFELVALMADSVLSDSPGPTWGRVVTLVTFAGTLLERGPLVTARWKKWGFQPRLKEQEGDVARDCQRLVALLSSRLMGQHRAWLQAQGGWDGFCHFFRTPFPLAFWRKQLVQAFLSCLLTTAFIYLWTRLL
Bim-Bfl-1: human Bim-Bfl-1 interaction inhibition. Q16548. Bead-based flow cytometry, Bim-Bfl-1 binding inhibition. AID 1008. 190,000 tested, 0.12% active. inhibition, % at 10 µM;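 further: 0% = wells without compound plus tracer and 100% = blocker peptide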
Bim-Bcl-2: inhibitors of Bim-Bcl-2 interaction, human | P10415 | 190,000 tested, 0.06% active | inhibition, % at 10 µM | Bead-based flow cytometry, Bim peptide-Bcl-2 binding; in the data active means inhibition above about 40%; inconclusive means no clear call, values can overlap the other calls;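 further: 0% = no compound wells with probe peptide and 100% = reference peptide inhibitor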
Target sequence (P10415 whole entry, looked up): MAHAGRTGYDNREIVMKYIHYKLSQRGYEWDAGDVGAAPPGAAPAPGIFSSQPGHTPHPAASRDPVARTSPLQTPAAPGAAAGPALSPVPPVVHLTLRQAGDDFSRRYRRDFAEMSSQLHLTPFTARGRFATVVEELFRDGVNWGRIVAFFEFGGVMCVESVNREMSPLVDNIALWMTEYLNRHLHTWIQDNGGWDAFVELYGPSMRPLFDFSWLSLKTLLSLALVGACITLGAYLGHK
Bim-Bcl-W: disrupts Bim peptide binding to human Bcl-W; bead-based flow cytometry; Q92843; inhibition, % at 10 µM; 190,000 tested, 0.02% active; AID 952;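 further: 0% = bound tracer without compound and 100% = peptide blocker; higher means less fluorescent Bim peptide bound to Bcl-W beads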
Target sequence (Q92843 whole entry, looked up): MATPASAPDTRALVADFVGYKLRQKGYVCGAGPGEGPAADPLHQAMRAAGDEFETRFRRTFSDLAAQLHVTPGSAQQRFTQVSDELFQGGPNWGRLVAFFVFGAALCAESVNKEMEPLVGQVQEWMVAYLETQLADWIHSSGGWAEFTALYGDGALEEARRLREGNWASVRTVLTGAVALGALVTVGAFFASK
Starred values were filed as active, the others as inactive; u = inconclusive. Unless noted, no stated cut-off is given here; in the data, active means inhibition above about 40%.

Codes: A = HRas wt GTP; B = Rab2 wt GTP; C = Cdc42 wt; D = Rab7 wt modul; E = Rac1 act GTP bind; F = Bcl-XL Bim block; G = Rac1 wt modul; H = Bcl-B Bim block; I = Bim-Bfl-1; J = Bim-Bcl-2; K = Bim-Bcl-W
Nc1ncc(Br)cc1N=Cc1ccccc1
  A: 103	B: 98	C: 105	D: 102	E: 101	F: -1	G: 107	H: -11	I: 1	J: -1	K: 2

COc1ccc(/C=C/C(=O)NC(=S)NNC(=O)c2c(-c3ccccc3)noc2C)cc1
  A: 94	B: 92	C: 92	D: 97	E: 93	F: -8	G: 95	H: -15	I: -8	J: -4	K: -4

CC1(C)CC(=O)c2cnc3nc4ccccc4n3c2C1
  A: 101	B: 94	C: 98	D: 99	E: 97	F: -2	G: 101	H: -7	I: -9	J: -3	K: 0

C=CCn1c(SCC(=O)NCc2ccc3c(c2)OCO3)nnc1-c1cccnc1
  A: 96	B: 95	C: 97	D: 96	E: 94	F: 0	G: 96	H: -6	I: -3	J: 2	K: -1

O=C(COC(=O)/C=C/c1cn(-c2ccccc2)nc1-c1cccnc1)Nc1ccc(Cl)cc1Cl
  A: 97	B: 94	C: 101	D: 98	E: 98	F: 9	G: 99	H: 32	I: 23	J: 33	K: 10

CN1CCc2c(sc(/N=C/c3cccs3)c2C(N)=O)C1
  A: 95	B: 91	C: 96	D: 97	E: 92	F: 0	G: 94	H: 2	I: 1	J: 0	K: 1

O=C(CSc1nnc(CNc2ccccc2)o1)N1CCc2ccccc21
  A: 100	B: 99	C: 102	D: 95	E: 99	F: -2	G: 106	H: -2	I: -6	J: -6	K: 0

CC(C)Nc1nc(NC(C)C)nc(OCCOC(=O)c2ccccc2)n1
  A: 99	B: 96	C: 98	D: 97	E: 98	F: -6	G: 104	H: -2	I: -2	J: 0	K: -3

Cn1c(SC/C=C/c2ccccc2)nnc1-c1cccs1
  A: 102	B: 98	C: 102	D: 98	E: 101	F: 0	G: 104	H: 0	I: 4	J: 4	K: 2

Cc1ccccc1S(=O)(=O)Nc1ncc(C(F)(F)F)cc1Cl
  A: 93	B: 89	C: 86	D: 102	E: 85	F: -1	G: 90	H: 0	I: -4	J: -3	K: 1

O=C(CC12CC3CC(CC(Br)(C3)C1)C2)OCCN1CCCCC1
  A: 97	B: 95	C: 98	D: 97	E: 98	F: -3	G: 100	H: -3	I: -1	J: -3	K: 0

CCOC(=O)C(NC(C)=O)(OCc1ccccc1)C(F)(F)F (stereo not given)
  A: 97	B: 98	C: 97	D: 93	E: 100	F: 0	G: 99	H: -5	I: 0	J: 3	K: 1

Cc1cc(C)nc(NN2C(=O)/C(=C/c3ccc(O)cc3)SC2=S)n1
  A: 109	B: 109	C: 110	D: 106	E: 106	F: 1	G: 106	H: -7	I: 4	J: 4	K: 0

C=C1C(C(=O)Nc2ccc(F)cc2)C1C(=O)Nc1ccc(F)cc1 (stereo not given)
  A: 98	B: 98	C: 98	D: 108	E: 96	F: -6	G: 102	H: -1	I: 0	J: -3	K: -3

O=C1CC(c2ccco2)CC2=C1C(c1ccccc1)n1nc(C(F)(F)F)nc1N2 (stereo not given)
  A: 103	B: 102	C: 105	D: 102	E: 101	F: -4	G: 106	H: -2	I: -3	J: 0	K: -3

COc1cccc(NS(=O)(=O)c2ccc3[nH]cc(C(=O)NC4CC4)c(=O)c3c2)c1
  A: 97	B: 97	C: 96	D: 98	E: 97	F: -4	G: 96	H: -8	I: -10	J: -8	K: -1

CCOC(=O)Cc1csc(N)n1
  A: 98	B: 100	C: 97	D: 101	E: 98	F: 0	G: 99	H: -3	I: -1	J: 0	K: 2

COC(=O)C(Cc1ccccc1)NC(=O)CSc1nc(C)cc(=O)[nH]1 (stereo not given)
  A: 101	B: 101	C: 105	D: 98	E: 99	F: -6	G: 104	H: -9	I: -6	J: -6	K: -7

COc1ccccc1CNC(=O)CCSCc1cccc(Cl)c1
  A: 99	B: 99	C: 99	D: 98	E: 99	F: -1	G: 100	H: -21	I: -6	J: -8	K: -1

CCOC(=O)N1CCN(Cc2nc(N)nc(Nc3ccccc3C)n2)CC1
  A: 99	B: 99	C: 99	D: 101	E: 98	F: -1	G: 103	H: -8	I: -7	J: -6	K: 0

Cc1ccc(NC(=O)c2cccc(S(C)(=O)=O)c2)cc1
  A: u	B: u	C: u	D: u	E: u	F: -14	G: u	H: 0	I: 0	J: -1	K: -11

COc1ccc(C(CNC(=O)c2ccc(S(=O)(=O)N3CCOCC3)cc2)N2CCCCC2)cc1 (stereo not given)
  A: 99	B: 97	C: 98	D: 97	E: 95	F: -1	G: 95	H: -1	I: 1	J: -3	K: 1

Cn1nnnc1SCCNCc1ccccc1OCc1ccccc1Cl
  A: 102	B: 102	C: 96	D: 100	E: 99	F: -3	G: 102	H: -6	I: -9	J: -3	K: -3

COc1ccc(N2CCN(C(=O)CCc3ccc(S(=O)(=O)NC(C)C)cc3)CC2)cc1
  A: 100	B: 100	C: 100	D: 100	E: 101	F: -3	G: 102	H: -4	I: -2	J: 0	K: -1

CC(C)CN1CCC(C(=O)N2CCN(c3ccccc3F)CC2)CC1
  A: 105	B: 104	C: 108	D: 104	E: 104	F: -7	G: 103	H: -4	I: -1	J: -3	K: -1

Profiles, looked up by structure. Order of screens: HRas wt GTP	Rab2 wt GTP	Cdc42 wt	Rab7 wt modul	Rac1 act GTP bind	Bcl-XL Bim block	Rac1 wt modul	Bcl-B Bim block	Bim-Bfl-1	Bim-Bcl-2	Bim-Bcl-W
Listed for COc1cccc(NS(=O)(=O)c2ccc3[nH]cc(C(=O)NC4CC4)c(=O)c3c2)c1 → 97	97	96	98	97	-4	96	-8	-10	-8	-1
Listed for CC(C)CN1CCC(C(=O)N2CCN(c3ccccc3F)CC2)CC1 → 105	104	108	104	104	-7	103	-4	-1	-3	-1
Listed for C=CCn1c(SCC(=O)NCc2ccc3c(c2)OCO3)nnc1-c1cccnc1 → 96	95	97	96	94	0	96	-6	-3	2	-1
Listed for O=C(CC12CC3CC(CC(Br)(C3)C1)C2)OCCN1CCCCC1 → 97	95	98	97	98	-3	100	-3	-1	-3	0

Further entries.
Codes: A = HRas wt GTP; B = Rab2 wt GTP; C = Cdc42 wt; D = Rab7 wt modul; E = Rac1 act GTP bind; F = Bcl-XL Bim block; G = Rac1 wt modul; H = Bcl-B Bim block; I = Bim-Bfl-1; J = Bim-Bcl-2; K = Bim-Bcl-W
Cc1ccc(-c2c(C#N)c(N)n(-c3ccc(C)cc3)c(=O)c2C#N)cc1
  A: 107	B: 109	C: 108	D: 101	E: 103	F: -8	G: 105	H: -3	I: 0	J: -3	K: -1

N=C1/C(=C\c2ccc(-c3cccc(Cl)c3)o2)C(=O)N=C2SC=C(c3ccccc3)N12
  A: 97	B: 97	C: 99	D: 99	E: 97	F: -5	G: 99	H: -12	I: -5	J: -5	K: -6

O=c1[nH]c2c(s1)C(c1ccc(O)cc1)C1C3CCC(C3)C1S2 (stereo not given)
  A: 99	B: 98	C: 99	D: 99	E: 98	F: -1	G: 98	H: -9	I: -8	J: -3	K: -2

Cc1ccc(-c2cc(C(=O)NCc3ccco3)c3ccccc3n2)o1
  A: 101	B: 99	C: 103	D: 99	E: 99	F: 0	G: 104	H: 0	I: 16	J: 3	K: 0

CCOn1c(-n2nc(C)cc2C)nc2ccccc2c1=O
  A: 101	B: 99	C: 102	D: 98	E: 106	F: -2	G: 103	H: 0	I: -8	J: -1	K: -2

COc1cc(NS(=O)(=O)c2ccc(N)cc2)ncn1
  A: 94	B: 94	C: 91	D: 98	E: 97	F: -5	G: 100	H: 3	I: 6	J: 2	K: -1

Cc1cc(NC(=O)C(=O)c2c(C)[nH]c3ccccc23)no1
  A: 101	B: 99	C: 102	D: 106	E: 98	F: -2	G: 102	H: -4	I: -5	J: -4	K: -2

Cc1onc(-c2c(F)cccc2Cl)c1C(=O)N1CCN(S(C)(=O)=O)CC1
  A: 97	B: 99	C: 100	D: 97	E: 98	F: 4	G: 103	H: 3	I: 8	J: 7	K: 8

Cn1c(=O)c2[nH]c(N3CCN(c4cccc(O)c4)CC3)nc2n(C)c1=O
  A: 93	B: 93	C: 93	D: 102	E: 95	F: -1	G: 91	H: 1	I: -2	J: -2	K: 1

CCOC(=O)c1ccc(NC(=O)Cn2nnc(-c3ccccc3F)n2)cc1
  A: 102	B: 100	C: 101	D: 99	E: 98	F: -4	G: 105	H: -5	I: -2	J: -5	K: -2

CN(Cc1ccco1)C(=O)Cn1c(=O)oc2cc(S(=O)(=O)NCc3ccccc3)ccc21
  A: 97	B: 97	C: 99	D: 99	E: 99	F: -3	G: 98	H: -5	I: -10	J: -8	K: 1

CCOC(=O)NC(=O)/C(N=Nc1cccc(C(F)(F)F)c1)=C(\C)O
  A: 97	B: 97	C: 95	D: 98	E: 94	F: 0	G: 97	H: 0	I: -3	J: 4	K: -1

Nc1ccc(N=Nc2ccccc2)c(N)n1
  A: 100	B: 98	C: 99	D: 105	E: 100	F: 0	G: 103	H: -5	I: 0	J: 1	K: 1

COc1ccc(-c2noc(C3CCCN(C(=O)Nc4ccccc4)C3)n2)cc1 (stereo not given)
  A: 93	B: 95	C: 93	D: 99	E: 93	F: 0	G: 91	H: 0	I: 4	J: 3	K: -2

O=C(CSc1ccc(-c2cccc([N+](=O)[O-])c2)nn1)NCc1ccccc1
  A: 98	B: 96	C: 99	D: 95	E: 98	F: -4	G: 98	H: 0	I: -2	J: -1	K: 0

COc1cc(NS(=O)(=O)c2ccc(OC)c(C)c2C)c(OC)cc1Cl
  A: 104	B: 106	C: 105	D: 103	E: 100	F: 0	G: 101	H: -3	I: -1	J: -5	K: -6

Cc1ccc(NC(=O)CC2C(=O)N(Cc3ccccc3)C(=S)N2NC(=O)c2ccccc2)c(C)c1 (stereo not given)
  A: 98	B: 96	C: 100	D: 101	E: 97	F: -8	G: 99	H: -12	I: -10	J: -12	K: -7

O=C(c1ccc(N2C(=O)CCC2=O)cc1)N1CCOCC1
  A: 102	B: 102	C: 100	D: 101	E: 96	F: -4	G: 106	H: -4	I: -2	J: -5	K: -2

CC(=O)/C=C1/C(=O)Nc2ccccc21
  A: 95	B: 96	C: 93	D: 94	E: 95	F: 0	G: 96	H: 0	I: -9	J: 2	K: 3

Cc1cccc(-n2c3nc(=O)[nH]c(=O)c-3cc3c(C)nn(-c4ccccc4)c32)c1
  A: 98	B: 99	C: 102	D: 97	E: 98	F: -2	G: 103	H: -7	I: -2	J: -3	K: 0

CC(=O)Nc1ccc(NC(=O)Cc2sc(C)nc2-c2ccc(C)cc2)cc1
  A: 98	B: 97	C: 104	D: 97	E: 98	F: -7	G: 102	H: -8	I: 0	J: 0	K: -4

Cc1ccc(-n2nnnc2C(Cl)c2nnnn2-c2ccc(C)cc2)cc1
  A: 98	B: 100	C: 105	D: 99	E: 97	F: -12	G: 113	H: -9	I: -19	J: -5	K: -8

Not a hit list. About 0.62% of those tested had a hit in this group.
